Screens (PubChem BioAssay)
Rpn11 block: blocks the human proteasome subunit Rpn11; O00487; calls only at 20 µM; hit rate 0.59% among 360,000; human 26S proteasome, Ub4-pepOG fluorescence polarization; 20S core pre-blocked with epoxomicin;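 active = inhibition at 20 µM, scaled to each plate's controls, above about 33%, limit read from the data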
Target sequence (O00487 whole entry, looked up): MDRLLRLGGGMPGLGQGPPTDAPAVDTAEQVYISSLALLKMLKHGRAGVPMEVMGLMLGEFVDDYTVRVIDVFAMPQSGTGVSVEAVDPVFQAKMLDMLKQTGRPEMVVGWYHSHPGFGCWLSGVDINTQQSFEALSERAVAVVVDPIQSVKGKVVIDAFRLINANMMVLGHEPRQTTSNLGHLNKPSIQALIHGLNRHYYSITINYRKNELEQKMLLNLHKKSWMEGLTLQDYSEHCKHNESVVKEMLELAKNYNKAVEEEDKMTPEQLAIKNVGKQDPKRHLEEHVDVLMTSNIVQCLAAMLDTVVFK
LMPTP inh: blocks human LMPTP phosphatase; hit rate 0.22% among 360,000; P24666; inhibition, % at 20 µM; recombinant LMPTP-A, OMFP fluorogenic substrate, fluorescence intensity;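 active = compounds that cut the enzyme signal by at least half of the control window in the single-dose screen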;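 note: plate controls were DMSO wells with enzyme plus substrate for no effect and substrate without enzyme for full effect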
Target sequence (P24666 whole entry, looked up): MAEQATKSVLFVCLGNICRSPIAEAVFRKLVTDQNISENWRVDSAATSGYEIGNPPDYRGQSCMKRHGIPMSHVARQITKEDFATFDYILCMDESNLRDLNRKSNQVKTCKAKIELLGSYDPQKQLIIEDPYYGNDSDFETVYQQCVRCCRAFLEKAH
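Test system: LMPTP-A phosphatase enzyme; input: 0.625 nM LMPTP-A final; reagent: OMFP substrate, 400 µM final; compound dosing: 20 µM single dose, 3% DMSO; incubation: 50 min dark incubation at room temperature; measured by: endpoint fluorescence intensity from OMFP dephosphorylation; measure: % inhibition relative to no-enzyme and uninhibited control wells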
SUMO1 PPI mod: SUMO1-SIM interaction modulation. SUMO1 binding to a labelled peptide, TR-FRET, 1 h. P63165. hit rate 0.33% among 360,000. inhibition, % at 20 µM; in the data active = inhibition above about 37%
Target sequence (P63165 whole entry, looked up): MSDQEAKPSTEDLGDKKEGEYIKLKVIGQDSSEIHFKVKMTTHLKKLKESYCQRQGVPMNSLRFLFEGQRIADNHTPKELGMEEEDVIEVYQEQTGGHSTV
CendR NRP1 mod: alters CendR peptide binding to human NRP-1; O14786; FAM-RPARPAR peptide binding to NRP-1, fluorescence polarization; inhibition, % at 25 µM; hit rate 0.85% among 360,000; AID 602438;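 active = inhibition or corrected inhibition above about 18%, plus a signal ratio from 0.5 to 1.5, limit read from the data, passing the limit was not always enough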; note: strong numbers were not always called active
STEP block: blocks human striatal-enriched tyrosine phosphatase. P54829. inhibition, % at 20 µM. hit rate 0.25% among 360,000. recombinant STEP, OMFP fluorogenic substrate, fluorescence;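 active = inhibition at 20 µM, scaled per plate between control wells, above about 37%, limit read from the data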;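 note: 0% = DMSO with enzyme and substrate and 100% = substrate only without enzyme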
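Assay system: isolated STEP enzyme. Buffer or medium: pH 6.0 Bis-Tris with DTT and Tween 20. Also added: fluorogenic phosphatase substrate OMFP at 25 µM final. Dosing: 20 µM, 1% DMSO. Timing: 20 min reaction, room temperature, in the dark. Measured by: fluorescence intensity, excitation 480 nm, emission 540 nm. Evaluation: normalized % inhibition.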
MT1-MMP act inh: inhibitors of human MT1-MMP activation; P50281; AID 651647; HT1080 RFP-PRO-GFP cells, GFP/RFP ratio fluorescence, overnight; percent of plate control window, DMSO zero; hit rate 0.061% among 360,000; GFP/RFP ratio change, % at 20 µM;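 active = GFP/RFP ratio change of at least 30% with cell ATP level not reduced by more than half and red fluorescence within 50% of control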; note: strong numbers were not always called active
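Assay system: HT1080 RFP-PRO-GFP cells. Benchmarks: DMSO vehicle wells and RFP-L50D-GFP reporter cell wells. Times: overnight cell settling, then overnight compound exposure, 37 °C, 5% CO2. Compound: 20 µM single dose, 1% DMSO. Read-out basis: GFP/RFP fluorescence ratio.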
SKN-1 block: inhibitors of C. elegans SKN-1. inhibition, % at 21.8 µM. C. elegans VP596 Pgst-4::GFP/RFP ratio, acrylamide-induced, 24 h. hit rate 0.49% among 360,000;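 active = interference check ratio from 0.5 to 1.5 plus GFP to RFP signal ratio inhibition reaching or exceeding a fixed threshold, cut at about 30% in these data, passing the limit was not always enough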; note: some compounds called inactive have numbers as strong as hits
NadD inh: NadD (S. aureus) enzyme inhibition | inhibition, % at 20 µM | hit rate 0.78% among 360,000 | purified NadD enzyme, colorimetric absorbance read-out | AID 602399; in the data active = inhibition above about 26%; note: some compounds past the cut are filed as inactive
DNMT1 block: inhibitors of human DNMT1 | DNMT1 molecular beacon, Hinp1I cleavage, fluorescence | inhibition (reported as % activation of signal), % at 10 µM | hit rate 0.83% among 360,000 | AID 588458; in the data active = inhibition above about 50%
Scp1 inh: inhibitors of human Scp-1 phosphatase. Q9GZU7. Recombinant Scp1, phosphopeptide, malachite green phosphate absorbance. inhibition, % at 20 µM. hit rate 0.88% among 340,000. AID 493091;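 active = inhibition above about 50% at 20 µM, limit read from the data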;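 note: plate controls were DMSO wells with enzyme for no effect and wells lacking enzyme for full effect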
Target sequence (Q9GZU7 76-261 limits assumed): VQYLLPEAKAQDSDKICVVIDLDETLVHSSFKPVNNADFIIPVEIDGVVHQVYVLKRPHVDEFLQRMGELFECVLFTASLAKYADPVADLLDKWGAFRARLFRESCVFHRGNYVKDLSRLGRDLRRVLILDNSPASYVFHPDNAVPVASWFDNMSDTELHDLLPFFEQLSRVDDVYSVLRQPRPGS
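Material: truncated SCP-1 phosphatase (76-261aa) / Buffer or medium: 50 mM Tris acetate pH 5.5, 0.005% Tween-20, 10 mM MgCl2 / Compound dosing: one concentration, 20 µM, with 1.0% DMSO / Incubation: 45 min room-temperature reaction, 5 min colour, 30 min stabiliser / Detection: colorimetric free-phosphate detection, absorbance 630 nm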
An asterisk follows results filed as active; i = inactive; · = not tested or not shown.

SMILES	Rpn11 block	LMPTP inh	SUMO1 PPI mod	CendR NRP1 mod	STEP block	MT1-MMP act inh	SKN-1 block	NadD inh	DNMT1 block	Scp1 inh
CC(OC(=O)CN1C(=O)NC2(CCCCC2C)C1=O)c1ccccc1 (stereo not drawn)	i	-1.1	0	5	-3	-1	2	-2	-1	-7
O=C(CSc1nnc(SCc2ccccc2)s1)N/N=C/C=C/c1ccco1	·	37	13	-54	4	-5	10	48*	98*	83*
COc1ccc(C(=O)N2CCOC2CNC(=O)C(=O)NCCc2ccc(OC)c(OC)c2)cc1 (stereo not drawn)	i	-1.7	1	1	1	-1	14	-1	-1	-5
Cc1ccc(C(=O)C(C)OC(=O)Cc2c[nH]c3ccccc23)cc1 (stereo not drawn)	i	1.7	4	1	4	6	-4	-14	0	-8
COc1cc(C(C)=O)ccc1OCCN1CCC(Cc2ccccc2)CC1	i	-1.9	-1	6	-2	8	1	-8	1	-7
COc1ccc(NC(=O)CN(C)CC(=O)Nc2ccc(N3CCOCC3)cc2)c([N+](=O)[O-])c1	i	1.2	-21	14	-2	7	-16	-1	1	-2
CC(C)(C)OC(=O)N1CCC[C@H]1c1nnc(SC/C=C/c2ccccc2)o1	i	-1.0	-2	0	-2	-2	10	7	1	-8
COc1cccc(OC)c1OCCNC(C)(C)C	i	-1.4	-4	11	3	2	24	-2	2	3
O=C(N=C1SC2CS(=O)(=O)CC2N1Cc1ccccc1)C1CC1 (stereo not drawn)	i	-1.3	-1	-6	1	-1	-1	1	4	·
O=C(Cc1cccs1)NC1CCCC1	i	0.1	-1	0	-2	-2	4	-1	1	-4
N/C(=N\OC(=O)c1cccc([N+](=O)[O-])c1)c1ccccn1	i	0.4	-24	11	2	5	10	0	3	-1
C[C@@H](NC(=O)[C@@H]1CCCN1C(=O)[C@@H]1CCCN1)c1ccccc1	·	-1.9	4	20	·	-3	-6	-1	·	·
CS(=O)(=O)c1ccc(NC(=O)CCN2C(=O)NC3(CCCC3)C2=O)cc1	i	-0.9	-13	-9	4	0	5	-3	31	-13
CCn1c(SCC(=O)N2CCCc3ccccc32)nc2c1c(=O)n(C)c(=O)n2C	i	-0.8	-4	-6	4	-2	14	1	-6	-4
COc1ccc(C2=NN(C(=O)CCC(=O)O)C(c3ccc([N+](=O)[O-])cc3)C2)cc1 (stereo not drawn)	i	-2.2	-19	14	-2	-1	-16	-5	2	-3
Cc1ccc2nc(-c3cccnc3)c(Nc3ccccc3C)n2c1	i	-0.6	0	9	3	7	-1	3	0	-7
Cc1ccc(Cn2nnc3c(=O)[nH]c(C4CCCN(C(=O)Nc5ccc(F)cc5F)C4)nc32)cc1 (stereo not drawn)	i	-0.6	-1	8	-2	-9	4	9	-2	-3
Cc1ccc(CNC(=O)c2ccc(NS(=O)(=O)c3cccs3)cc2)cc1	i	0.6	2	0	0	-2	21	-1	-1	-10
Cn1c(SCC(=O)Nc2nc3c(s2)CCCC3)nnc1-c1ccccc1	i	-0.5	2	-5	1	1	-4	-4	-1	0
O=C(CC[C@H]1O[C@@H](n2ccc(=O)[nH]c2=O)[C@H](O)[C@@H]1O)NCCc1c[nH]c2ccccc12	i	0.0	3	-1	4	-1	5	0	-2	·
CCc1ccc(S(=O)(=O)NCCOc2cccc3cccnc23)cc1	i	1.6	-6	3	0	1	4	-4	1	0
O=C1CSC(c2ccccn2)N1c1ccc(Cl)c(Cl)c1 (stereo not drawn)	i	-1.4	1	-8	0	-2	17	-3	-1	-13
Brc1ccc(OCc2ccccc2)c(CNCc2ccncc2)c1	i	-2.2	4	0	-2	-36	17	-11	2	1
CCOC(=O)c1c(NC(=O)CSc2n[nH]c(N)n2)sc(CC)c1C	i	-1.1	2	-2	-3	10	-4	2	3	1
S=c1[nH]c2cnccc2n1Cc1ccccc1	i	-5.8	1	4	1	0	10	3	2	-3
CCCN(CC1CC1)C(=S)Nc1ccccc1F	i	0.0	4	5	2	-7	-2	-2	-1	-4
CC1OC(Nc2ccc(OC(F)(F)F)cc2)C(O)C(O)C1O (stereo not drawn)	i	-1.5	-1	17	-1	4	16	-3	1	-4
CC(=O)Nc1ccc(NC(=O)CCCNC(=O)c2ccc(Cl)cc2)cc1	i	-0.8	-3	11	-3	-4	5	1	-1	-5
COc1ccccc1CN(C)CC(=O)Nc1ccc(Cl)cc1C(F)(F)F	i	0.5	0	7	1	-2	14	-7	-1	-8
Cc1cc(Cl)ccc1-c1nc(NCc2ccccc2)nc2ccsc12	i	5.0	-7	4	2	-5	10	12	-35	·
CCOc1ccc(C(C)=O)cc1CSc1nc(C)cc(C)n1	i	-0.8	5	-14	-2	1	10	2	-2	43
CN1CCN(S(=O)(=O)c2ccc(Sc3nnc(-c4cccs4)n3-c3ccccc3)nc2)CC1	i	-1.1	0	-2	4	-1	-9	-5	8	-5
Cc1ccc(C(=O)NCC2CCCO2)cc1N1CCCC1=O (stereo not drawn)	i	-2.8	1	2	0	0	13	1	19	-5
COc1cccc(/C=N/NC(=O)c2cnn(-c3ccccc3)c2N)c1	i	0.8	-9	-3	-2	3	-15	-8	1	-18
Cc1ccc(C(=O)Nc2cccc(-c3ccc(N4CCOCC4)nn3)c2)cc1	i	-1.1	0	3	0	10	0	1	0	9
CCCn1c(N2CCN(CC(=O)Nc3ccc4c(c3)OCCO4)CC2)nc2ccccc21	i	-1.3	0	2	0	3	-10	-5	-2	-3
CCCc1nc2c3ccccc3ccn2c1CC1CCCCC1	i	8.3	4	10	0	-2	3	0	1	·
O=C(O)c1ccc(-n2c(=O)c3ccccc3c3ccccc3c2=O)cc1	i	-0.2	2	-14	1	-1	4	6	5	-8
CC(C)C(=O)NC(=S)Nc1ccc(S(=O)(=O)N(C)C)cc1	i	-1.2	-1	0	1	2	3	-11	11	-3
CCN(CC(=O)Nc1ccc(OC)cc1)C(=O)c1ccccc1Sc1ccccc1C#N	i	-9.7	-71	10	0	-2	-4	6	-10	-1
COc1ccc(C(=O)NNC(=O)CCC(=O)NNC(=O)c2ccc(OC)cc2)cc1	i	0.9	1	-7	-1	-4	6	3	7	-1
C/C(CC(=O)Nc1ccc(OCc2ccccc2)cc1)=N\NC(=O)C(=O)Nc1ccc(C)c(Cl)c1	i	1.6	0	-16	-1	3	38*	7	12	-12
CCN1C(=O)[C@H]2[C@@H](c3ccc(C)cc3)N[C@]3(CCCN(Cc4ccc(F)cc4)C3=O)[C@H]2C1=O	i	-3.2	4	-3	-2	0	-1	-6	4	·
CCNC(=O)C1CCCN(C(=O)c2cccc(C#N)c2)CC1 (stereo not drawn)	i	-0.7	2	-8	-1	1	11	5	2	·
Cc1cc(NC(=O)CCC(=O)N(CC(=O)NCC2CCCO2)c2ccc(F)c(Cl)c2)no1 (stereo not drawn)	i	0.0	-1	4	-1	0	5	0	6	-4
CN(C)CC/C=C1/c2cc(F)ccc2CSc2ccc(F)cc21	i	-0.6	-4	7	-2	-1	11	-8	0	-8
O=C(COC(=O)CN1C(=O)NC2(CCCCC2)C1=O)Nc1cc(F)ccc1F	i	-0.9	2	1	0	4	8	6	3	-2
CSc1cccc(NC(=S)N2CCC(N(C)C3CCCC3)CC2)c1	i	-0.8	10	-3	7	4	0	-1	2	3
CCN(CC)S(=O)(=O)c1ccc(C(=O)NNC2=NS(=O)(=O)c3ccccc32)cc1	i	-1.7	2	5	-2	3	-4	1	-1	-4
Fc1ccc(CSc2ccc3nnc(-c4cccnc4)n3n2)cc1	i	-1.6	-16	5	5	2	-2	0	2	-4
(cont.)
SMILES	Rpn11 block	LMPTP inh	SUMO1 PPI mod	CendR NRP1 mod	STEP block	MT1-MMP act inh	SKN-1 block	NadD inh	DNMT1 block	Scp1 inh
COc1ccccc1C/C(N)=N/OC(=O)COc1cccc2ccccc12	i	2.1	-1	5	0	3	9	-2	0	-18
O=C(N/C(=C\c1ccccc1)C(=O)N1CCOCC1)c1ccco1	i	-1.1	-1	15	1	-1	16	-10	2	-7
Cc1nc2ccccc2n1C(=O)N(C)C	i	2.0	-1	-7	-4	0	11	-4	-2	-1
O=C(c1ccc(S(=O)(=O)N2CCCC2)cc1)N1CCN(S(=O)(=O)c2cccc(F)c2)CC1	i	-0.3	-1	6	-2	-2	7	1	1	-12
CC(=O)NC(CC(=O)Nc1cccc(S(=O)(=O)N2CCCC2)c1)c1ccccc1 (stereo not drawn)	i	-1.6	-3	12	-1	0	-1	-1	2	-5
CC1c2cc3c(cc2CCN1CC(=O)Nc1ccc(S(=O)(=O)N2CCCC2)cc1)OCCCO3 (stereo not drawn)	i	0.9	1	-1	0	5	-9	-2	-2	1
Cc1cccc(/C=N/N2CCN(c3ccccc3)CC2)c1	i	1.7	-1	-5	3	3	-13	12	2	1
O=C(NC(=S)Nc1cccnc1)c1cccs1	i	-1.1	2	6	10	-2	3	-2	5	-5
COc1c(C)cc(C(=O)C2CCCN(Cc3cnc(N4CCOCC4)s3)C2)cc1C (stereo not drawn)	i	-0.6	1	-6	-2	1	5	-3	-1	-9
C/C(=C\C(=O)c1ccncc1)Nc1ccccc1O	i	0.1	-20	9	-1	2	11	-4	-3	-2

Reformatted comma-delimited: three of the compounds above
SMILES,Rpn11 block,LMPTP inh,SUMO1 PPI mod,CendR NRP1 mod,STEP block,MT1-MMP act inh,SKN-1 block,NadD inh,DNMT1 block,Scp1 inh
Cc1nc2ccccc2n1C(=O)N(C)C,i,2.0,-1,-7,-4,0,11,-4,-2,-1
O=C(c1ccc(S(=O)(=O)N2CCCC2)cc1)N1CCN(S(=O)(=O)c2cccc(F)c2)CC1,i,-0.3,-1,6,-2,-2,7,1,1,-12
CC(=O)NC(CC(=O)Nc1cccc(S(=O)(=O)N2CCCC2)c1)c1ccccc1 (stereo not drawn),i,-1.6,-3,12,-1,0,-1,-1,2,-5

Next records:
SMILES	Rpn11 block	LMPTP inh	SUMO1 PPI mod	CendR NRP1 mod	STEP block	MT1-MMP act inh	SKN-1 block	NadD inh	DNMT1 block	Scp1 inh
Cc1sc2nc3ccc(N4CCCCC4)nn3c(=O)c2c1C	i	1.6	-4	-14	5	16	1	-1	-4	-2
COc1ccc(CN2C(=O)CN(S(C)(=O)=O)CC2(C)C(=O)Nc2ccc3c(c2)OCCO3)cc1OC (stereo not drawn)	·	-0.9	-4	-8	·	-2	15	·	·	·
COc1cccc(C(C)(O)c2nc(-c3cccc(C(C)C)c3)cs2)c1 (stereo not drawn)	i	0.2	-1	-5	1	3	-3	-4	-8	·
Cc1ccc(S(=O)(=O)NNC(=O)C(O)(c2ccccc2C)c2ccccc2C)cc1	i	-1.2	7	-1	0	-9	11	-6	-1	-10
Cc1cc(=O)oc2c3c(cc(OCC(=O)N4CCC[C@H]4C(=O)O)c12)OC(C)(C)CC3	i	-0.7	21	1	-1	3	14	4	1	-1
